# Anthrax LF prot: blocks Bacillus anthracis lethal factor protease; P15917; multiplex microsphere protease cleavage assay, LF; inhibition, % at 10 µM; actives 0.12% (n = 360,000); AID 588501; note: plate controls were buffer without enzyme for full effect and enzyme alone for no effect
# Target sequence (P15917 whole entry, looked up): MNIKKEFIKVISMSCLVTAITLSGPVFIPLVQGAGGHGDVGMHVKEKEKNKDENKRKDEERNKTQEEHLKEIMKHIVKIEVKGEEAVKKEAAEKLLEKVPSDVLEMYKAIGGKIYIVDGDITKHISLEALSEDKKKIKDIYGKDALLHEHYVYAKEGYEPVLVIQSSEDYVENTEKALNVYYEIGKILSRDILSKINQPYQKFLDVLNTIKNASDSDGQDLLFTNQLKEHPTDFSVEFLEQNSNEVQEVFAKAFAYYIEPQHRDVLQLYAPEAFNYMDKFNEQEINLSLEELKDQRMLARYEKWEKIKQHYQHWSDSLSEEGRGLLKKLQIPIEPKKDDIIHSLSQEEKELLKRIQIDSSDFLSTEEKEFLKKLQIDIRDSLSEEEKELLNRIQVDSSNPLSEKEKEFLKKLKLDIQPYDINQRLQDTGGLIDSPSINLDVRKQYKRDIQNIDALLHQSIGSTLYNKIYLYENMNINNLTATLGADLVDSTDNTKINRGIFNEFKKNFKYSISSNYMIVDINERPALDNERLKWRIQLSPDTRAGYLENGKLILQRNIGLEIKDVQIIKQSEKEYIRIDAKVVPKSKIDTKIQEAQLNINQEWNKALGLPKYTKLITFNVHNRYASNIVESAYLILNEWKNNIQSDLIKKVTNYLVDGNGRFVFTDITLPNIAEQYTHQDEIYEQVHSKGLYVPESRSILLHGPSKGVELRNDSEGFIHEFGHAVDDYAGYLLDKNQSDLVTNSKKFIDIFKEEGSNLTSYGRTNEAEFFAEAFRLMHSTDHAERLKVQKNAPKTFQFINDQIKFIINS
# PriA SSB inh: blocks PriA binding to SSB C-terminal tail. AID 1272365. inhibition, % at 33 µM. AlphaScreen SSBct-PriA binding, biotinylated peptide. actives 0.6% (n = 430,000); in the data active = inhibition mostly above about 37%, no sharp cut-off; inactive = mostly below about 20%;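 note: plate controls were negative control peptide for no effect and reference peptide for full effect; strong numbers were not always called active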
# PfHsp40 rescue: rescue of PfHsp40-mediated yeast toxicity; S. cerevisiae expressing PfHsp40, growth rescue, ATP luminescence; growth rescue, % at 12.5 µM; actives 0.68% (n = 340,000); AID 504582; in the data active = growth rescue above about 28%, passing the limit was not always enough; inconclusive = no clear call, values can overlap the other calls;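 note: yeast W303a lacking pdr1 and pdr3 grown in galactose medium; growth measured after three days at 30 °C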
# CCHFV vOTU inh: CCHFV vOTU protease inhibition; AID 651958; actives 0.55% (n = 370,000); Pep-AMC fluorescence; inhibition, % at 11.5 µM; in the data active = inhibition above about 30%; note: 0% = vehicle wells with enzyme and 100% = no enzyme wells
# BoNT-A LC inh2: blocks Botulinum neurotoxin A light chain protease. multiplex microsphere protease substrate cleavage, flow cytometry. inhibition, % at 10 µM. actives 0.17% (n = 360,000); note: plate controls were buffer without enzyme for full effect and enzyme alone for no effect
# TcdB GH inh: inhibitors of Clostridioides difficile toxin B glycohydrolase; P18177; inhibition, % at 9.99 µM; actives 0.24% (n = 350,000); TcdB glycohydrolase enzymatic assay, plate reader; in the data active = inhibition above about 10%
# SARS 3CLpro inh: SARS-CoV 3CLpro protease inhibition | recombinant SARS-CoV 3CLpro, quenched FRET peptide cleavage | actives 0.14% (n = 290,000) | P0C6X7 | inhibition, % at 6 µM; in the data active = inhibition above about 12%
# VHR inh abs: DUSP3 (human) phosphatase inhibition; P51452; recombinant VHR phosphatase, pNPP absorbance; inhibition, % at 13.3 µM; actives 0.52% (n = 290,000); in the data active = inhibition above about 50%; note: some compounds called inactive have numbers as strong as hits
# Target sequence (P51452 whole entry, looked up): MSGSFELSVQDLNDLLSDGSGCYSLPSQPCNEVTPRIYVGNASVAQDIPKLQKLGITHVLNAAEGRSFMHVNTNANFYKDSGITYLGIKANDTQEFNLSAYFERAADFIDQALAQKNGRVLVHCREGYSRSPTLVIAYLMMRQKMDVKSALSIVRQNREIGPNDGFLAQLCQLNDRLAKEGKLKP
# Y pestis TopoI: inhibitors of Yersinia pestis topoisomerase I | AID 504884 | activity, % at 10 µM | actives 0.064% (n = 360,000) | Y. pestis Topo-I cleavage product accumulation, plate reader; in the data active = activity above about 50%, passing the limit was not always enough; inconclusive = no clear call, values can overlap the other calls; note: inactives centre near 2
# Vc quorum ag: induces V. cholerae light production without autoinducers; V. cholerae BH1578 lux reporter, luminescence, 6 h; activation, % at 18.7 µM; actives 0.16% (n = 350,000); AID 588436; in the data active = activation mostly above about 9.7%, no sharp cut-off; inconclusive = no clear call, values can overlap the other calls; inactive = mostly below about 3.7%; note: not every result past the cut was called active; inactives centre near 0; reference of the scale not given here
# The depositor's hits bear a star; i = inactive; u = inconclusive; x = no result given; & = joins results of further samples. Cut-off read from the data, not from the text of the source, unless noted: active = inhibition above about 30%; inconclusive = no clear call, values can overlap the other calls; inactive = below that. A portion of the library; rates above refer to the full screens.
SMILES,Anthrax LF prot,PriA SSB inh,PfHsp40 rescue,CCHFV vOTU inh,BoNT-A LC inh2,TcdB GH inh,SARS 3CLpro inh,VHR inh abs,Y pestis TopoI,Vc quorum ag
Cc1oc(-c2ccc(Cl)cc2)nc1CS(=O)CC(=O)NCCN1CCCC1 (stereo not given),-4,11,-2.0,1,-0.1,2.0,0,6,-9,-0.2
CCC(C)NC(=O)Cc1cn(C)c2ccccc12 (stereo not given),-1,1,-1.8,7,0.6,x,3,12,2,-3.2
O=C(c1ccco1)N1CCC2CC1c1c(Cl)cccc12 (stereo not given),1,x,x,1,-0.1,0.9,x,x,7,i
CCCCNC(=O)[C@@H]1CCCN1S(=O)(=O)c1cccc2cccnc12,3,-4,-0.4,-4,0.0,0.5,x,x,-4,0.4
Cc1ccc(N2C(=O)CC(=O)NC2=O)c(C)c1,-6,-11,-1.6,9,-2.7,0.7,2,7,6,-2.2
CS(=O)(=O)c1ccccc1C(=O)Nc1ccc2sccc2c1,2,0,-0.4,9,2.4,-0.2,-4,7,-9,i
COc1ccc(CC(=O)c2c(O)cc(O)cc2O)cc1OC,-2,4,2.8,0,u,x,-1,44,-1,4.0
COc1ccc(CNS(=O)(=O)c2cc(OCC(N)=O)c(C)cc2Cl)cc1,-8,-6,-1.0,-7,-1.0,x,2,29,0,-0.8
CCCN1C2CCCC1CC(NC(=S)Nc1cccc(C)c1)C2 (stereo not given),2,-4,0.2,-8,-0.4,0.6,-2,26,3,i
O=C1CCCN1CCCNC(=S)Nc1ccc(Nc2ccccc2)cc1,-4,11,0.0,0,-0.9,4.4,4,2,-5,-0.4
O=C(CNC(=O)c1ccc(Cl)cc1Cl)OCCCn1c(=O)[nH]c2ccccc21,4,-6,-1.2,6,1.3,2.2,x,x,18,i
CCn1c(SCC(=O)Nc2ccc(C)cc2)nc(O)cc1=O,10,-6,1.9,12,3.1,-0.6,3,-1,-5,-0.6
COc1ccc(Nc2nc3ccccc3nc2NS(=O)(=O)c2cccs2)c(OC)c1,-4,-10,0.0,8,-0.1,0.5,3,-4,-15,i
CC(C)Sc1nc(N2CCOCC2)c2c(c1C#N)CC(C)(C)N(C)C2,0,-9,-0.8,-3,0.5,x,-4,24,7,i
C/C(CC(=O)Nc1cccc(C(F)(F)F)c1)=N/NC(=O)C(=O)NCCO,-7,x,x,-1,-0.2,0.6,-2,31,-1,i
O=C(CCc1nc(-c2ccccc2)c(-c2ccccc2)o1)OCc1ccc(Cl)cc1,-5,-27,2.5,-3,-0.6,x,2,45,1,-0.5
CC(C)(C)c1ccc(/C=N/N2CCN(c3ccccn3)CC2)cc1,3,i,0.1,0,-0.6,0.3,4,39,20,i
Cc1cccc(-n2ncc3c2CCCC3NC(=O)CN2CCCC2=O)c1C (stereo not given),3,-3,-1.5,0,2.7,1.3,0,-11,-4,i
Cc1ccc(S(=O)(=O)N(CC(=O)N=Nc2c(O)[nH]c3ccccc23)c2cccc(C)c2)cc1,0,25,1.3,9,-0.3,x,4,-9,0,-0.6
C=CCOC(=O)C1=C(C)OC(N)=C(C#N)C1c1ccc(F)cc1 (stereo not given),-4,-16,-0.2,7,-1.0,x,-1,21,0,-0.3

# Record cards, from the list above. Values in the order: Anthrax LF prot | PriA SSB inh | PfHsp40 rescue | CCHFV vOTU inh | BoNT-A LC inh2 | TcdB GH inh | SARS 3CLpro inh | VHR inh abs | Y pestis TopoI | Vc quorum ag
# O=C(CCc1nc(-c2ccccc2)c(-c2ccccc2)o1)OCc1ccc(Cl)cc1 is listed with -5 | -27 | 2.5 | -3 | -0.6 | x | 2 | 45 | 1 | -0.5
# C/C(CC(=O)Nc1cccc(C(F)(F)F)c1)=N/NC(=O)C(=O)NCCO is listed with -7 | x | x | -1 | -0.2 | 0.6 | -2 | 31 | -1 | i
# Cc1ccc(N2C(=O)CC(=O)NC2=O)c(C)c1 is listed with -6 | -11 | -1.6 | 9 | -2.7 | 0.7 | 2 | 7 | 6 | -2.2
# CCCN1C2CCCC1CC(NC(=S)Nc1cccc(C)c1)C2 (stereo not given) is listed with 2 | -4 | 0.2 | -8 | -0.4 | 0.6 | -2 | 26 | 3 | i
# COc1ccc(CC(=O)c2c(O)cc(O)cc2O)cc1OC is listed with -2 | 4 | 2.8 | 0 | u | x | -1 | 44 | -1 | 4.0

# (next part)
SMILES,Anthrax LF prot,PriA SSB inh,PfHsp40 rescue,CCHFV vOTU inh,BoNT-A LC inh2,TcdB GH inh,SARS 3CLpro inh,VHR inh abs,Y pestis TopoI,Vc quorum ag
COc1ccccc1CN1C(=O)c2cccc3cccc(c23)C1=O,0,-4,-0.5,5,0.0,x,-5,32,-2,-0.2
O=C(CNS(=O)(=O)c1ccc(C(=O)N2CCOCC2)cc1)N1CCOCC1,4,-4,-0.9,13,1.3,x,-4,-21,2,8.3
Cc1nn(CCCC(=O)Nc2cccnc2Cl)c(C)c1[N+](=O)[O-],-8,1,-1.7,13,-0.9,0.8,2,6,1,0.2
Cc1ccc(NC(=O)CSCC(=O)Nc2ccccc2N2CCCCC2)cc1,u,-27,-1.0,9,2.1,-0.4,x,x,30,i
Oc1ccc(Br)cc1/C=N/N1CCCCC1,-5,x,-1.0,4,-0.5,x,3,15,1,-0.4
CCNC(=S)N/N=C/c1ccc(OCC(=O)Nc2ccc(C)cc2)cc1,-4,x,-1.6,x,-1.0,1.7,-1,14,22,-0.4
COc1ccc(-n2nc(C(=O)NCC(=O)N3CCN(c4cccc(Cl)c4)CC3)c3ccccc3c2=O)c(OC)c1,3,-3,0.4,-2,0.6,0.9,-1,31,10,1.8
CC(C)(C)NC(=O)NC(=O)COC(=O)c1ccc(OC(F)F)cc1,0,-15,-0.6,-12,0.5,x,-4,-5,-8,-0.2
O=C(NCc1ccccc1)[C@@H]1CCCN1C(=O)[C@@H]1CCCN1C(=O)c1ccc(Cl)cc1Cl,-3,x,x,-2,-0.8,-2.7,x,x,x,x
CC1CCN(C(=O)COC(=O)c2ccc(Br)o2)CC1,2,-2,-0.2,-3,0.3,0.3,-4,-10,-3,-0.3
Cc1cccc(OCC(=O)Nc2ccc(C(=O)NCC(C)C)cc2)c1,0,-9,1.2,1,-0.1,x,-1,9,9,4.2
O=C(NC1CCN(CC(=O)N(c2ccccc2)c2ccccc2)CC1)c1ccc([N+](=O)[O-])cc1,-2,2,-0.5,-2,-1.0,-0.5,0,30,10,-0.3
OCC1(CC2CCCCO2)CCN(C/C=C/c2ccccc2)CC1 (stereo not given),-4,-8,-1.6,-6,-0.6,0.7,6,-4,1,-0.3
O=C(O)c1ccc(-n2c(-c3cc(-c4ccco4)[nH]n3)n[nH]c2=S)cc1,-2,2,-0.9,6,-0.2,x,1,0,-10,-0.3
CC(C)C(=O)Nc1nc(-c2ccc([N+](=O)[O-])cc2)cs1,0,-5,3.2,8,-1.0,0.4,0,21,-7,1.2
CC(C)c1ccccc1NC(=S)NN(Cc1ccccc1)c1ccccc1,-4,17,4.4,-6,0.0,x,3,34,28,-0.6
COc1ccc(S(=O)(=O)N2CCCCCC2)cc1C(=O)N1CCN(c2ccccc2O)CC1,x,9,0.4,-9,x,2.4,x,x,9,-0.7
CC1CC(C)CN(CCCNC(=O)c2ccc3nc(N4CCCCC4)sc3c2)C1 (stereo not given),-2,-7,0.0,5,-0.9,-0.4,-1,21,11,-0.1
COc1ccc(Br)c(C(=O)N(C)CC(=O)Nc2ccc(N3CCOCC3)cc2)c1,-17,-13,-0.2,23,-64,2.9,x,x,3,3.5
Cn1c(N)c(C(=O)CSc2nn(-c3ccccc3)c(=S)s2)c(=O)n(C)c1=O,-2,0,-0.4,3,1.1,-2.6,x,x,-5,i
COc1ccccc1-n1c(C)nc(=O)c(-c2ccccc2)c1C,-2,-7,-1.1,-1,0.1,x,6,-2,2,-2.9
O=C(CN1CCCN(Cc2ccc(F)cc2)S1(=O)=O)NC1CCCC1,0,2,4.4,8,1.6,0.0,2,-15,-7,-0.2
C=CCn1c(-c2sc3nc(C)cc(C)c3c2N)n[nH]c1=S,x,-10,x,-11,x,5.0,-5,35,-9,-0.4
O=c1ccc2cc(O[C@@H]3O[C@H](CO)[C@@H](O)[C@H](O)[C@H]3O)c(O)cc2o1,5,-4,-1.6,-278,-0.3,1.0,x,x,7,-0.3
CCCCC(=O)N/N=C/c1c(O)n(Cc2ccco2)c(=O)[nH]c1=O,1,x,1.7,-1,-1.5,x,-1,19,-2,-0.7
Cc1cccc(N2CN(Cc3cccnc3)CNC2=S)c1C,-2,-6,-2.2,-7,1.2,x,1,8,-2,-0.2
Cc1ccc(-c2cc(C)nc3ncnn23)cc1,-6,-9,0.5,2,1.0,-1.2,-2,9,1,i
c1ccc(-n2ncc3c(NCc4ccco4)ncnc32)cc1,-2,-6,-0.7,10,-0.3,x,3,-26,2,-0.8
Cc1ccc(NC(=O)c2ccccc2[N+](=O)[O-])nc1,0,-4,-0.5,3,0.3,-0.4,-5,23,-4,0.3
CN(Cc1ccccc1)c1oc(-c2ccco2)nc1C#N,-7,25,1.6,-5,-0.5,x,3,0,16,i
O=[N+]([O-])c1ccccc1S(=O)(=O)N1CCN(c2ccccn2)CC1,5,6,0.4,-1,-1.0,-0.2,3,1,-8,i
CC1(C)N(O)CC(c2cccs2)=[N+]1[O-],-3,3,1.2,-5,0.0,x,0,4,1,-0.4
COc1ccc(C(=O)O)cc1NS(=O)(=O)c1cccc2nsnc12,-2,0,0.9,4,-0.2,x,-1,19,1,0.6
CCNC(=O)C1(C)CCN(C(=O)CCc2ccccc2)C1 (stereo not given),-6,x,x,x,-0.2,x,x,x,7,-1.6
COP(=O)(OC)C(Nc1ccc([N+](=O)[O-])cc1)c1ccccc1 (stereo not given),4,-3,-1.8,-3,u,1.7,4,5,33,i
Cc1ccc(Cl)c2c(N=Nc3ccccc3)c(O)[nH]c12,-10,-13,-0.9,-2,-2.8,1.4,1,52*,0,-1.5
Cc1ccc(NC(=O)CSc2nnc(CNC(=O)C34CC5CC(CC(C5)C3)C4)n2-c2ccc(F)cc2)cc1,-2,-15,0.5,15,-0.4,x,2,16,13,i
CC(=O)c1cnc2ncnn2c1C,-1,-5,-0.8,-6,0.6,x,-1,-8,-2,-2.7
Cc1cc(C(=O)NC2CC(C)(C)Cc3c2cnn3-c2cccc(F)c2)n(C)n1 (stereo not given),0,5,1.8,0,-0.9,0.4,3,14,15,x
COc1cccc(C(O)c2nc(-c3cc(F)cc(F)c3)cs2)c1 (stereo not given),-8,x,x,7,-0.2,0.3,x,x,6,-0.6
Cc1[nH]c2ccccc2c1C1=CC(=O)C=CC1=O,-23,28,7.1,1,1.4,-19,x,x,-28,i
Cc1ccc(Cn2nc3c(cc2=O)CCc2ccccc2-3)cc1,0,-19,6.2,5,2.5,0.2,0,10,17,i
COc1ccc(/C=C/C(=O)c2cc(F)ccc2OC(=O)c2ccc(OC)c(OC)c2)cc1OC,-1,2,-0.5,-8,4.1,1.6,4,-23,34,-0.8
COc1ccc(NC(=O)N2CCN(c3nc(-c4cccc(OC)c4)cs3)CC2)cc1,-6,-7,21,-6,0.1,x,7,22,7,i
CC(NC(=O)Nc1ccc(Cl)cc1)C(c1cccs1)N1CCOCC1 (stereo not given),-6,-7&-9,0.5,-5,0.1,1.8,4,36,1,-0.2
Cn1c(N)c(C(=O)CSc2nnc(-c3ccccc3F)n2C2CC2)c(=O)n(C)c1=O,-4,-15,0.1,1,0.4,2.3,-6,11,3,i
O=C(CNC(=O)c1ccccc1)OCc1cc(=O)n2cc(Br)ccc2n1,1,-1,-2.3,10,-0.5,-0.4,5,7,-4,i
COC(=O)c1cccc(NC(=O)CCN2C(=O)C3CC=CCC3C2=O)c1 (stereo not given),-2,2,-1.3,0,-0.3,0.0,x,x,-9,-0.6
Cn1nnnc1Sc1ncnc2scc(Br)c12,-3,-1,0.6,8,0.0,1.3,x,x,-4,i
COc1cccc(C=NNc2nc3ccccc3s2)c1OC,-11,3,-0.8,-3,-0.1,0.6,x,x,-1,-3.4

# Screens as filed in PubChem BioAssay.
